Screens from PubChem.
C diff HTS = C. difficile growth inhibitors, primary screen, HTS; Clostridium difficile clinical isolate growth, OD600, 24 h; active compounds read low; growth activity, negative = inhibition, % at 16 µg/mL (by protocol); actives 0.25% (n = 86,000); AID 1259249, 2017;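 active = mean growth activity at or below -80% and every replicate also at or below -80%; inconclusive = mean at or below -80% but some replicate above -80%; inactive = mean growth activity above -80%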;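 also: 0% = DMSO wells and -100% = levofloxacin 16 µg/mL wells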
KDM4C inh = inhibitors of GASC-1 (KDM4C) histone demethylase, primary screen, biochemical, single concentration HTS. actives 0.15% (n = 96,000). GST-KDM4C 2-372, H3K9me3 peptide, LANCE TR-FRET. inhibition, % at 12.5 µM. Lysine-specific demethylase 4C (Homo sapiens), Q9H3R0;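 active = mean replicate inhibition above about 25%, with at least 55% of replicates also reaching it, limit read from the data, passing the limit was not always enough; inconclusive = only one of those two conditions met; inactive = neither condition met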
Target sequence (Q9H3R0 2-372 limits assumed): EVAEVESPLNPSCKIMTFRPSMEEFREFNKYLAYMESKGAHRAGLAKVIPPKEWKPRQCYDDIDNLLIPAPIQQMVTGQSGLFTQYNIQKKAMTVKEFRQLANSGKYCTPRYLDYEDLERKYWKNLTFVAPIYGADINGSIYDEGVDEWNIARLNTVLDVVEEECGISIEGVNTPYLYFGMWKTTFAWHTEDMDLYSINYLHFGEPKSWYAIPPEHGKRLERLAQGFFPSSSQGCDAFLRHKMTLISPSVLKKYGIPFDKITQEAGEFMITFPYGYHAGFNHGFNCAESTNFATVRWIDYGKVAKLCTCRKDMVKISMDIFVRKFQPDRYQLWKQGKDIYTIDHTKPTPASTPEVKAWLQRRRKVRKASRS
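Material: GST-tagged GASC-1 (JMJD2C) catalytic fragment, aa 2-372. Input: enzyme final amount 10 nM. Medium: HEPES buffer, pH 7.5, plus ascorbate. Reagent: H3K9me3 peptide substrate, Fe(II), 2-oxoglutarate. Doses: single dose. Times: reaction 30 min RT, detection step 1 h RT. Measured by: LANCE TR-FRET. Evaluation: Fall in 671/618 emission ratio as inhibition.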
Tcruzi prolif = T. cruzi intracellular proliferation inhibitors, primary screen, cell-based, beta-gal Tulahuen parasites, NIH3T3 host, luminescence. T. cruzi beta-gal in NIH3T3, GalScreen luminescence, 90 h. inhibition, % at 8.34 µM. actives 5.9% (n = 77,000). AID 624255, 2012;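 active = mean inhibition above about 93%, with at least 55% of replicates each passing it, limit read from the data, passing the limit was not always enough; inconclusive = only one of those two conditions holds; inactive = neither condition holds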
Pf Dd2 inh = P. falciparum Dd2 growth inhibitors, primary screen, SYBR Green fluorescence, single dose replicates; 72 h; active compounds read low; activity change, % at 10 µM; actives 2.3% (n = 94,000); AID 1159554, 2015; in the data active = activity change below about -80%; inconclusive = no clear call, values can overlap the other calls
The depositor's hits bear a star; ? = inconclusive; . = not tested or not shown; & = joins results of further samples.

compound | C diff HTS | KDM4C inh | Tcruzi prolif | Pf Dd2 inh
O=C(NCC[C@H]1CC[C@@H](NS(=O)(=O)Cc2ccccc2)[C@@H](CO)O1)C1CCOCC1 | -10 | -0.9 | 32 | 1
C[C@@H]1CN([C@H](C)CO)C(=O)c2cccc(NS(=O)(=O)c3ccc(F)cc3)c2O[C@@H]1CN(C)C(=O)Nc1ccc(C(F)(F)F)cc1 | -1 | 0.5 | 57 | -14
Cc1ccc(S(=O)(=O)N(C)C[C@H]2OCCCC[C@H](C)Oc3ccc(NC(=O)Cc4ccccc4)cc3C(=O)N([C@@H](C)CO)C[C@@H]2C)cc1 | . | -0.7 | 110* | -82*
CC(C)NC(=O)N(C)C[C@H]1Oc2ccc(NS(=O)(=O)c3ccc(Cl)cc3)cc2C(=O)N([C@H](C)CO)C[C@@H]1C | 0 | 1.1 | -25 | 25
CCC(=O)N(C)C[C@H]1Oc2cc(C#CC3CCCC3)ccc2S(=O)(=O)N([C@@H](C)CO)C[C@@H]1C | -18 | -0.4 | 70 | -71
C[C@@H]1CN([C@H](C)CO)C(=O)Cc2cc(NC(=O)CCN3CCOCC3)ccc2O[C@@H]1CN(C)S(C)(=O)=O | 0 | -0.1 | 16 | 6
C[C@H](O)C#Cc1ccc2c(c1)O[C@@H](CN(C)CC1CC1)[C@@H](C)CN([C@@H](C)CO)S2(=O)=O | -5 | 0.4 | -89 | 11
C[C@@H]1CN([C@H](C)CO)C(=O)Cc2cc(NS(=O)(=O)c3ccc(Cl)cc3)ccc2O[C@H]1CN(C)Cc1ccc(Oc2ccccc2)cc1 | 85 | -1.3 | 47 | -5
C[C@H]1CCCCO[C@H](CN(C)C(=O)NC2CCCCC2)[C@@H](C)CN([C@@H](C)CO)C(=O)c2cc(NC(=O)C3CCCCC3)ccc2O1 | -10 | 2.7 | 85 | -70
CO[C@@H](CN(C)C(=O)C1CCOCC1)[C@H](C)CN(C(=O)Nc1ccc(C(F)(F)F)cc1)[C@@H](C)CO | . | 2.7 | 69 | 10
CN(C)CC#Cc1ccc([C@@H]2[C@@H](CO)N3CCCCN(C(=O)Nc4ccc(F)cc4)C[C@@H]23)cc1 | 14 | 4.3 | ? | -20
CCCN1[C@@H]2c3ccc(-c4cccnc4)c(=O)n3C[C@H]1[C@H](CO)[C@H]2C(=O)NCCc1cn(C)cn1 | -1 | -2.5 | 62 | .
CC(C)NC(=O)N1[C@H](C(=O)N2CCC(Cc3ccccc3)CC2)[C@@H](CO)[C@@H]2Cn3c(cccc3=O)[C@@H]21 | -6 | -1.5 | 7 | -35
CO[C@H]1CN(C)C(=O)c2ccc(NC(=O)C3CCC3)cc2OC[C@@H](C)N(C)C[C@@H]1C | . | 0.2 | -67 | .
O=C(C[C@@H]1C[C@H]2c3cc(NC(=O)CC4CC4)ccc3O[C@H]2[C@@H](CO)O1)NCc1ccc2c(c1)OCO2 | 2 | -3.3 | 30 | -9
COc1ccc(NC(=O)N(C)C[C@@H]2OCc3ccccc3-c3ccccc3C(=O)N([C@H](C)CO)C[C@@H]2C)c(OC)c1 | . | 3.2 | 3 | 17
CCCC(=O)Nc1ccc2c(c1)OC[C@@H](C)N(Cc1ccncc1)C[C@@H](C)[C@@H](OC)CN(C)C2=O | -3 | 10.0 | -25 | -18
O=C(C1CC1)N1[C@H](CO)[C@@H]2c3ccccc3N(S(=O)(=O)c3ccccc3)C[C@@H]21 | 2 | -5.9 | -30 | -5
C[C@@H]1CN([C@H](C)CO)C(=O)Cc2cc(NC(=O)Cc3cn(C)c4ccccc34)ccc2O[C@H]1CN(C)S(C)(=O)=O | 3 | 1.6 | -39 | 13
CCCNC(=O)N(C)C[C@@H]1Oc2ncc(C3=CCCCC3)cc2C(=O)N([C@@H](C)CO)C[C@H]1C | 7 | 1.1 | 41 | 12
C[C@@H]1CN([C@H](C)CO)C(=O)c2cc(-c3cccc(C(=O)N(C)C)c3)cnc2O[C@H]1CN(C)C(=O)Cc1ccccn1 | 5 | 2.6 | 1 | -4
C[C@H]1CN([C@@H](C)CO)C(=O)c2cccc(NC(=O)c3cnccn3)c2O[C@H]1CN(C)C(=O)Nc1ccccc1 | 4 | -2.3 | 4 | 25
CO[C@@H]1CN(C)C(=O)c2cc(NS(C)(=O)=O)ccc2OC[C@H](C)N(Cc2nccs2)C[C@H]1C | . | 0.7 | 16 | 37
O=C(C[C@@H]1C=C[C@H](NS(=O)(=O)c2ccc(F)cc2)[C@H](CO)O1)N1CCC(Cc2ccccc2)CC1 | 0 | -2.7 | 42 | 17
C[C@H]1CN([C@@H](C)CO)C(=O)c2cc(NC(=O)Cc3ccccc3)ccc2O[C@H]1CN(C)C(=O)Nc1cccc2ccccc12 | -5 | -1.0 | 39 | -2
C[C@H]1CN([C@@H](C)CO)C(=O)c2cc(NC(=O)CCCN(C)C)ccc2O[C@H]1CN(C)CC1CCCCC1 | 0 | 0.7 | -41 | 2
O=C(C[C@H]1C[C@@H]2c3cc(NS(=O)(=O)c4ccc(F)cc4)ccc3O[C@@H]2[C@@H](CO)O1)NC1CCCCC1 | . | -1.4 | 31 | -15
CCN1[C@@H]2c3ccc(-c4ccccc4F)c(=O)n3C[C@@H]2[C@@H](CO)[C@@H]1C(=O)NC1CCCC1 | 6 | 0.1 | 33 | -25
O=C(C[C@@H]1C=C[C@@H](NS(=O)(=O)c2ccccc2)[C@@H](CO)O1)NCc1ccncn1 | 2 | 1.5 | 27 | -1
O=C(NCCN1CCCCC1)[C@H]1N[C@H]2c3ccc(-c4cccnc4)c(=O)n3C[C@H]2[C@@H]1CO | . | 0.6 | 19 | .
CO[C@@H]1CN(C)C(=O)c2ccc(NC(=O)C3CC3)cc2OC[C@H](C)N(Cc2cncnc2)C[C@@H]1C | . | -0.4 | 24 | .
COc1cccc(NC(=O)N2[C@@H](CO)[C@H](c3ccccc3)[C@@H]2CNCC(C)C)c1 | -6 | -1.4 | . | -91*
CS(=O)(=O)N1CCCCN2[C@@H](CO)[C@@H](c3ccc(C4=CCCC4)cc3)[C@@H]2C1 | -1 | 1.4 | 41 | 13
Cc1noc(C)c1NC(=O)N(C)C[C@@H]1OCCCC[C@H](C)Oc2ccc(NC(=O)Nc3ccc(F)cc3)cc2C(=O)N([C@@H](C)CO)C[C@@H]1C | -1 | -0.5 | -11 | -51
COCCNC(=O)C[C@H]1C[C@H]2c3cc(NC(=O)COC)ccc3O[C@H]2[C@@H](CO)O1 | 0 | 5.6 | -21 | -1
C[C@@H]1CCCCO[C@H](CN(C)Cc2ccc3c(c2)OCO3)[C@@H](C)CN([C@@H](C)CO)C(=O)c2cc(NS(C)(=O)=O)ccc2O1 | -6 | 1.9 | 38 | .
CC(C)NC(=O)N(C)C[C@@H]1OCCCC[C@@H](C)Oc2ccc(NC(=O)NC3CCCCC3)cc2C(=O)N([C@@H](C)CO)C[C@H]1C | 2 | -1.1 | 22 | .
Cc1ccc(S(=O)(=O)NC[C@@H]2CC[C@H]3[C@H](CN3Cc3ccccc3C(=O)O)O2)cc1 | 0 | . | . | 6
Cc1ccccc1S(=O)(=O)Nc1ccc2c(c1)C(=O)N(C)[C@@H]1CC[C@@H](CC(=O)O)O[C@@H]1CO2 | . | -0.5 | 23 | 12
C[C@H](CO)N1C[C@H](C)[C@H](CN(C)Cc2ccc(C(=O)Nc3ccccc3N)cc2)OCc2cn(nn2)CCCC1=O | . | -0.6 | 78 | -7
O=C(Nc1ccc2c(c1)[C@@H]1C[C@H](CC(=O)N3CCc4ccccc4C3)O[C@@H](CO)[C@@H]1O2)C1CCC1 | 3 | -2.0 | 44 | -23
CN1CCN(C(=O)C[C@@H]2CC[C@H](NS(=O)(=O)c3cccc(F)c3)[C@@H](CO)O2)CC1 | -1 | 1.9 | 3 | 7
COc1ccc(CN2[C@@H](CO)[C@@H]3c4ccccc4N(C(=O)Nc4ccc(F)cc4)C[C@@H]32)cc1 | 4 | -2.4 | 26 | -14
CN(C)C(=O)[C@@H]1[C@@H](CO)[C@@H]2Cn3c(ccc(C4=CCCCC4)c3=O)[C@@H]2N1CC1CC1 | -2 | 2.8 | 25 | 3
C[C@@H]1CN([C@H](C)CO)C(=O)c2cccc(NC(=O)c3cnccn3)c2O[C@@H]1CN(C)C(=O)NC1CCCCC1 | . | -1.7 | 59 | -11
O=C1CNC[C@@H]2[C@H](c3ccc(-c4ccccc4F)cc3)[C@@H](CO)N12 | 0 | 0.3 | . | -16
CO[C@H](CN(C)Cc1cc(F)ccc1F)[C@@H](C)CN(C(=O)Nc1ccc(C(F)(F)F)cc1)[C@H](C)CO | . | 1.8 | 64 | -43
C[C@H]1CN([C@@H](C)CO)C(=O)c2cc(-c3cccc(F)c3)cnc2O[C@@H]1CN(C)Cc1cncnc1 | 0 | -1.2 | 43 | 17
C[C@@H]1CCCCO[C@H](CN(C)Cc2ccncc2)[C@@H](C)CN([C@H](C)CO)C(=O)c2cc(NC(=O)c3ccccc3)ccc2O1 | -7 | 2.1 | 12 | -2
COCC#Cc1cnc2c(c1)C(=O)N([C@H](C)CO)C[C@@H](C)[C@@H](CN(C)C(=O)NC1CCCC1)O2 | 1 | -1.3 | 32 | -3

Next results follow:
compound | C diff HTS | KDM4C inh | Tcruzi prolif | Pf Dd2 inh
C[C@H](O)C#Cc1ccc2c(c1)O[C@@H](CN(C)C(=O)c1ccncc1)[C@H](C)CN([C@@H](C)CO)S2(=O)=O | 1 | . | -126 | 36
COCC#Cc1cnc2c(c1)C(=O)N([C@@H](C)CO)C[C@H](C)[C@@H](CN(C)C(=O)CCN1CCCCC1)O2 | 3 | 0.0 | 33 | 62
COc1ccc2c3c(n(C)c2c1)[C@H](CO)N(C(=O)CC1CC1)CC31CCN(Cc2nccs2)CC1 | 3 | -0.4 | . | -92*
COc1ccc(C#Cc2cnc3c(c2)C(=O)N([C@H](C)CO)C[C@H](C)[C@H](CN(C)C(=O)Nc2c(C)noc2C)O3)cc1OC | -5 | 11 | . | 12
COc1ccc(CN(C)C[C@H]2Oc3ccc(NS(=O)(=O)c4cccs4)cc3CC(=O)N([C@@H](C)CO)C[C@H]2C)cc1 | 2 | -0.7 | 22 | 5
O=C(C[C@H]1CC[C@H](NC(=O)NC2CCCCC2)[C@H](CO)O1)NCc1ccccc1 | 0 | 1.3 | -20 | -2
Cn1cnc(S(=O)(=O)N2CC[C@@H]3[C@H](CO)Nc4ccc(-c5ccccc5F)cc4[C@@H]32)c1 | 2 | -1.0 | 39 | 30
C[C@H](CO)N1C[C@H](C)[C@H](CN(C)C(=O)[C@@H](Cc2ccccc2)N(C)C)OCc2ccccc2-c2ccccc2C1=O | 2 | -0.4 | -10 | 4
Cc1noc(C)c1NC(=O)Nc1ccc2c(c1)C(=O)N([C@H](C)CO)C[C@H](C)[C@H](CN(C)CC1CCCCC1)O2 | 12 | -0.2 | 2 | 1
CCC(=O)N1[C@H](CO)[C@@H](c2ccccc2-c2ccccc2)[C@@H]1C#N | -2 | -1.9 | . | 14
COc1cccc(S(=O)(=O)N[C@H]2C=C[C@@H](CC(=O)NCc3ccc(F)cc3)O[C@@H]2CO)c1 | . | -0.1 | -17 | 14
O=C(C[C@@H]1CC[C@@H](NC(=O)c2cnccn2)[C@H](CO)O1)NCc1ccccc1F | . | -0.7 | -20 | 23
CN(C)C(=O)c1ccc(-c2ccc([C@@H]3[C@@H](CO)N4C(=O)CN(C(=O)C5CC5)C[C@H]34)cc2)cc1 | 3 | 1.7 | . | -1
C[C@H]1CN([C@@H](C)CO)S(=O)(=O)c2ccc(/C=C/c3ccccc3)cc2O[C@H]1CN(C)C(=O)NC1CCCCC1 | -12&21 | 12 | 128* | -64&-5
COC(=O)N(C)C[C@H]1OCc2cnnn2CCCC(=O)N([C@@H](C)CO)C[C@H]1C | . | . | -4 | 2
CCCNC(=O)N(C)C[C@H]1Oc2ncc(-c3ccc(C(=O)N(C)C)cc3)cc2C(=O)N([C@H](C)CO)C[C@@H]1C | 2 | -1.1 | . | -3
CC(=O)N1[C@@H](CO)[C@@H]2c3ccccc3N(S(=O)(=O)c3ccccc3)C[C@@H]21 | 2 | 2.0 | 18 | -4

One compound at a time, as listed above. Screens in order: C diff HTS | KDM4C inh | Tcruzi prolif | Pf Dd2 inh
Cc1ccc(S(=O)(=O)NC[C@@H]2CC[C@H]3[C@H](CN3Cc3ccccc3C(=O)O)O2)cc1 is listed as 0 | . | . | 6
CC(C)NC(=O)N1[C@H](C(=O)N2CCC(Cc3ccccc3)CC2)[C@@H](CO)[C@@H]2Cn3c(cccc3=O)[C@@H]21 is listed as -6 | -1.5 | 7 | -35
CCN1[C@@H]2c3ccc(-c4ccccc4F)c(=O)n3C[C@@H]2[C@@H](CO)[C@@H]1C(=O)NC1CCCC1 is listed as 6 | 0.1 | 33 | -25
